From PubChem BioAssay
Mcl1 Noxa PPI: Mcl-1/Noxa binding inhibitors, primary screen, biochemical, TR-FRET, 1536-well. Induced myeloid leukemia cell differentiation protein Mcl-1 (Homo sapiens), Q07820. TR-FRET Mcl-1/Noxa peptide binding, 2 h. inhibition, % at 21.7 µM. 220,000 tested, 1.5% active. AID 1022, 2008;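 active means compounds that cut the protein-peptide binding signal by more than 50% relative to plate controls in a single-dose test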;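 further: His-tagged Mcl-1 with rhodamine Noxa BH3 peptide and terbium anti-His antibody; 0% = Mcl-1 plus Noxa peptide wells and 100% = peptide-only wells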
ABCB1 block: ABCB1 efflux pump inhibitors, primary screen, cell-based, multiplex, flow cytometry, ABCG2 counter-screen; ATP-dependent translocase ABCB1 (Homo sapiens), P08183; CCRF-Adr cells, JC-1 efflux; 190,000 tested, 0.067% active; AID 1326, 2008; inhibition, % at 6.6 µM; in the data active means inhibition above about 40%;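 further: 0% = vehicle and 100% = reference inhibitor; higher value means more JC-1 retained so stronger ABCB1 efflux block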
Target sequence (P08183 whole entry, looked up): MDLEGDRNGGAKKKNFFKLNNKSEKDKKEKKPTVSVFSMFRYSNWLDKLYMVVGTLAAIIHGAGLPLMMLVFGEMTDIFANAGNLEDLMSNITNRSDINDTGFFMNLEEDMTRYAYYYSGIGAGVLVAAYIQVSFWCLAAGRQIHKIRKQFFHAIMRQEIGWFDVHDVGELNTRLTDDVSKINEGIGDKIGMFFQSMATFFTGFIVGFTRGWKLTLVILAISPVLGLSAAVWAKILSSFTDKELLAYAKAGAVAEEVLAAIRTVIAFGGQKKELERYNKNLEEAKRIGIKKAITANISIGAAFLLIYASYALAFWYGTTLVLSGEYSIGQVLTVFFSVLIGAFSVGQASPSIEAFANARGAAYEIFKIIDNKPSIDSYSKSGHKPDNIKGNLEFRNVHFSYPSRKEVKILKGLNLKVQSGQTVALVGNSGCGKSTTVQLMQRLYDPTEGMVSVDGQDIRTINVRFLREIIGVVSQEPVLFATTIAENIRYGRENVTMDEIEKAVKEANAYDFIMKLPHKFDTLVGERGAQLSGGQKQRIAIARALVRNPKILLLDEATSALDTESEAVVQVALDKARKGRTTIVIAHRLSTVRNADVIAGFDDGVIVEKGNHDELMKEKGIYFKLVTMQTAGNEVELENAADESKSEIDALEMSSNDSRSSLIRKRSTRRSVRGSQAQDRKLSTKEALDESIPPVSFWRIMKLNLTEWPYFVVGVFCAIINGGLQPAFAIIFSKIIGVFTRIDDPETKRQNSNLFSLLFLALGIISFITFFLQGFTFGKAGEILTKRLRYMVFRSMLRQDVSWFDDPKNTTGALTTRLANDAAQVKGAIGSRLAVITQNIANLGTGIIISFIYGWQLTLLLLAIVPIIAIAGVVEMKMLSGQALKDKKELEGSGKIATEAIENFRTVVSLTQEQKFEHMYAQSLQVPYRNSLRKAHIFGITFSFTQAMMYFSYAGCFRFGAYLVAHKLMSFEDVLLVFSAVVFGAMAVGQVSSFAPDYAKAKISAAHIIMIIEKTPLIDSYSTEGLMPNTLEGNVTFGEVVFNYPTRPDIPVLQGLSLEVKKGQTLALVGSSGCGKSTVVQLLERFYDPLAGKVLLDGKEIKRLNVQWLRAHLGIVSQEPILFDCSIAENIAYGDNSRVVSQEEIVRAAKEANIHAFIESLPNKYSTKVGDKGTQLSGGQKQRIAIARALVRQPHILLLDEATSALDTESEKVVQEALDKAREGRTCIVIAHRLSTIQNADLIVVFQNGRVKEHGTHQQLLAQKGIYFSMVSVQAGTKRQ
Cdc42 wt GTP: modulators of GTP binding to wildtype Cdc42, primary screen, biochemical, multiplex bead flow cytometry, Bodipy-GTP; Cell division control protein 42 homolog (Homo sapiens), P60953; GST-Cdc42 beads; actives lie on both sides; percent activity (GTP binding), % at 10 µM; 190,000 tested, 0.2% active; AID 761, 2007;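 active means percent activity GTP binding at least 20 points away from the 100% baseline, either down as inhibitor or up as activator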;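 further: median bead fluorescence of bound Bodipy-FL-GTP at 100 nM; 0% = excess unlabeled GTP control and 100% = no compound control; below 100% means less GTP binding so inhibitor and above means activator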
HRas wt GTP: modulators of GTP binding to HRas wildtype, primary screen, biochemical, bead-based flow cytometry, multiplex. GTPase HRas (Homo sapiens), P01112. GST-Ras wt beads, Bodipy-FL-GTP binding; actives lie on both sides. GTP binding activity, % at 10 µM. 190,000 tested, 0.14% active. AID 759, 2007;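 active means GTP binding activity at least 20% away from the 100% baseline, either lowered as inhibitor or raised as activator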;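 further: 0% = unlabeled GTP competition control and 100% = no-compound control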
Rac1 wt GTP bind: wildtype Rac1 GTP binding modulators, primary screen, biochemical, GST-Rac1 beads, flow cytometry, multiplex. Ras-related C3 botulinum toxin substrate 1 (Homo sapiens), P63000. fluorescent GTP binding; actives lie on both sides; 0 = cold GTP competed, 100 = untreated. GTP binding activity (% of control), % at 10 µM. 190,000 tested, 0.27% active. AID 757, 2007;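 active means GTP binding activity at least 20 points away from the 100% control level, either lower or higher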
Rac1 mut GTP: GTP binding modulators of activated mutant Rac1, primary screen, biochemical, bead-based flow cytometry, multiplex, fluorescent GTP | Ras-related C3 botulinum toxin substrate 1 (Homo sapiens), P63000 | GST-Rac1 activated beads; actives lie on both sides; 100% means binding = to untreated wells | percent activity (GTP binding), % at 10 µM | 190,000 tested, 0.11% active;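 active means GTP binding at least 20 percentage points away from the 100% baseline, in either direction, so actives lie on both sides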
ABCG2 block: ABCG2 efflux pump inhibitors, primary screen, multiplex with ABCB1, IgMXP3 cells, flow cytometry. JC-1 efflux. 190,000 tested, 0.1% active. inhibition, % at 6.6 µM. Broad substrate specificity ATP-binding cassette transporter ABCG2 (Homo sapiens), Q9UNQ0;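 active means inhibition above 80%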;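 further: 0% = DMSO and 100% = nicardipine control wells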
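Assay system – ABCG2 IgMXP3 and barcoded ABCB1 CCRF-Adr cell mix · Input – 3 million cells/mL in well · Reagent – JC-1 fluorescent substrate · Compound – single test compound dose, 6.6 µM final · Timing – 10 min exposure at 25 °C with rotation, no wash · Detection – flow cytometry of retained JC-1 fluorescence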
Rab7 wt modul: modulators of GTP binding to Rab7, primary screen, biochemical, wildtype, multiplex bead flow cytometry | Rab7 GTPase wild type (dog), Bodipy-FL-GTP binding | GST-Rab7 beads, fluorescent GTP binding; actives lie on both sides; untreated = 100%, excess cold GTP = 0% | GTP binding activity (percent of control), % at 10 µM | 190,000 tested, 0.055% active | AID 758, 2007;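 active means fluorescent GTP binding to Rab7 beads changed by at least 20 points from the 100% baseline, either direction, mostly lower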;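 further: median green fluorescence of bound Bodipy-FL-GTP per Rab7 bead population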
Avidin fluor: green autofluorescence of compounds with avidin beads – biophysical, 488/530 nm, flow cytometry, artefact control, profiling panel. compound fluorescence 488/530 nm; active compounds read high. fluorescence (KMESF) at 10 µM. 220,000 tested, 0.38% active. AID 1775, 2009; in the data active means fluorescence above about 47; further: inactives centre near 10
Rab2 wt GTP: modulators of GTP binding to Rab2A wildtype, primary screen, biochemical, dog, bead-based flow cytometry, multiplex; Ras-related protein Rab-2A (Canis lupus familiaris), P61105; 190,000 tested, 0.19% active; AID 760, 2007; GST-Rab2 wt beads, Bodipy-GTP binding; GTP binding activity, % at 10 µM;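 active means GTP binding activity at least 20 points away from 100%, either lowered or raised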;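 further: 0% = beads with excess unlabeled GTP and 100% = no-compound control corrected for plate trend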
Pf gamet viab: late stage P. falciparum gametocyte viability inhibitors, primary screen, ATP luminescence, HTS. AID 743093, 2013. 150,000 tested, 0.065% active. inhibition, % at 10.9 µM. P. falciparum stage V gametocytes, 24 h;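 active means inhibition above the mean plus 3 SD of compounds within the control limits, set per campaign, cut at about 38% in these data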;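 further: 0% = DMSO wells and 100% = medium only without gametocytes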
* marks the source's active call; other numbers are inactive results; . = no result given; & = joins results of further samples.

molecule	Pf gamet viab	Mcl1 Noxa PPI	Rac1 mut GTP	HRas wt GTP	Rab7 wt modul	ABCG2 block	Rab2 wt GTP	Avidin fluor	Cdc42 wt GTP	ABCB1 block	Rac1 wt GTP bind
Cc1nn(-c2ccccc2)c(N2CCCC2)c1/C=N/NC(=S)Nc1cc(C(F)(F)F)ccc1Cl	.	-25.6	100.0	98.0	92.0	15.7	98.0	9	105.0	1.0	105.0
CC(=O)Nc1ccc(N2C(=O)CC(c3ccccc3)CC2=O)cc1	-2.0	-2.5	104.0	106.0	106.0	2.0	102.0	18	109.0	0.5	114.0
CCCCCCc1nc2ccccc2c(=O)n1NC(=O)c1c(O)c2c(n(CC(C)C)c1=O)CCCC2	.	28.0	95.0	98.0	94.0	-1.0	98.0	16	97.0	1.1	98.0
Cc1cccc(N(CC(=O)Nc2c(C)n(C)n(-c3ccccc3)c2=O)S(C)(=O)=O)c1	.	3.9	97.0	100.0	100.0	3.1	99.0	12	99.0	1.4	98.0
COc1cccc(NC(=O)Nc2ccccc2SC)c1	-14.2	14.1	94.0	98.0	104.0	10.4	101.0	10	100.0	1.0	102.0
CC(=O)c1ccc(OC(=O)c2cc3ccccc3oc2=O)cc1	.	11.7	91.0	97.0	108.0	5.2	95.0	10	96.0	0.2	99.0
CCNc1nc(OCC)nc(N2CCC(Cc3ccccc3)CC2)n1	12.8	-3.4	100.0	101.0	95.0	-1.4	99.0	11	101.0	-3.6	105.0
Oc1ccccc1/C=N/n1c2ccccc2c2ccccc21	-8.7	-3.4	107.0	109.0	108.0	4.2	108.0	40	113.0	0.6	109.0
Cc1ccc(C(=O)C[n+]2cc(-c3ccccc3)n3c2CCCCC3)cc1	-11.1	6.7&12.4	98.0	101.0	97.0&99.0	6.3&0.1	96.0	8&11	104.0&96.0	0.4&0.6	106.0&102.0
CN(c1ccccc1)S(=O)(=O)c1ccc(C(=O)Nc2nnc(C3=COCCO3)o2)cc1	.	-29.2	94.0	96.0	101.0	0.1	93.0	26	93.0	-0.2	97.0
Cc1c(-n2cc(C(=O)c3cc(F)ccc3O)cc(C#N)c2=O)c(=O)n(-c2ccccc2)n1C	.	16.7	94.0	98.0	103.0	1.1	97.0	13	96.0	0.0	97.0
CCOC(=O)CNC(=O)c1ccc(C#CC2(O)CCCCC2)cc1	-2.0	1.5	100.0	101.0	98.0	6.5	99.0	17	99.0	0.3	103.0
CS(=O)(=O)NCCSCc1ccccc1	-9.0	-14.1	100.0	105.0	106.0	9.8	102.0	12	104.0	1.1	105.0
COc1ccc(Br)cc1C(=O)N/N=C/c1ccc([N+](=O)[O-])cc1	.	16.7	97.0	102.0	105.0	20.1	100.0	9	97.0	-1.4	103.0
Cc1ccc2c(c1)c1c3n2CCN=C3CCC1	.	34.2	100.0	101.0	97.0	15.1	99.0	34	102.0	1.1	106.0

molecule	Pf gamet viab	Mcl1 Noxa PPI	Rac1 mut GTP	HRas wt GTP	Rab7 wt modul	ABCG2 block	Rab2 wt GTP	Avidin fluor	Cdc42 wt GTP	ABCB1 block	Rac1 wt GTP bind
CCc1noc(C)c1C(=O)Nc1nc(-c2ccc(Cl)cc2Cl)cs1	-16.6	1.6	96.0	98.0	94.0	3.1	96.0	14	101.0	-0.1	99.0
C#CCSC1=C(C#N)C(c2cccs2)C(C(=O)OCC)=C(C)N1 (stereo unspecified)	.	22.5	97.0	99.0	98.0	1.2	99.0	9	101.0	0.1	101.0
O=C(Nc1cnn(Cc2ccccc2)c1)c1nc2ncccn2n1	.	14.2	98.0	103.0	105.0	0.6	103.0	9	103.0	-0.2	104.0
Cn1c(SCC(=O)NC(c2ccccc2)c2ccccc2)nnc1-c1cccs1	6.9	4.4	97.0	96.0	95.0	4.0	97.0	9	99.0	0.9	98.0
CCOC(=O)c1nnn(CC(=O)Nc2cccc(OC)c2)c1C(=O)OCC	.	-8.4	98.0	97.0	97.0	-0.1	97.0	34	99.0	-0.1	102.0
COc1ccccc1Oc1ccc2c(c1)C(=O)N(c1cccc(O)c1)C2=O	.	13.4	100.0	106.0	106.0	2.4	103.0	21	109.0	0.7	109.0
Cc1ccc(C)c(NC2=NC3(CCCCC3)N=C(N)N2)c1	16.4	1.3	98.0	101.0	96.0	1.5	99.0	.	100.0	0.4	101.0
N#CCCSc1nc(N2CCOCC2)c2c(c1C#N)CCCC2	.	8.0	96.0	98.0	102.0	59.7	97.0	16	95.0	4.2	103.0
CN(Cc1nnc(SCC(=O)NCCc2ccccc2)n1C)S(=O)(=O)c1ccccc1	.	3.4	96.0	94.0	96.0	.	95.0	10	92.0	3.2	94.0
COc1ccccc1N(CC(=O)NCc1cccnc1)S(C)(=O)=O	.	-14.3	96.0	101.0	100.0	1.7	99.0	30	99.0	1.3	104.0
COc1ccc([N+](=O)[O-])cc1N(CC(=O)NCC1CCCO1)S(C)(=O)=O (stereo unspecified)	18.9	10.9	99.0	99.0	98.0	9.8	101.0	18	97.0	0.3	101.0
CC(=O)/C(N=Nc1cc2c(cc1[N+](=O)[O-])OCCO2)=C(\C)O	.	-0.3	95.0	98.0	102.0	1.1	96.0	8	93.0	-0.1	95.0
Cc1cc(C(=O)OC(C)C(=O)Nc2nc(-c3ccccc3)cs2)c(C)o1 (stereo unspecified)	.	16.2	96.0	97.0	97.0	14.1	97.0	8	98.0	0.9	99.0
CC(C)CCNC(=O)c1ccc(C2SCC(=O)N2Cc2ccco2)cc1 (stereo unspecified)	.	3.2	91.0	97.0	96.0	11.9	97.0	6	98.0	0.4	103.0
COc1cc(-c2nc(CN(C)Cc3nnc(C)o3)c(C)o2)ccc1F	-16.3	7.9	101.0	99.0	99.0	1.5	99.0	10	104.0	0.3	104.0

molecule	Pf gamet viab	Mcl1 Noxa PPI	Rac1 mut GTP	HRas wt GTP	Rab7 wt modul	ABCG2 block	Rab2 wt GTP	Avidin fluor	Cdc42 wt GTP	ABCB1 block	Rac1 wt GTP bind
Cc1ccc(CN=C2Nc3ccccc3CS2)cc1	0.3	15.8	98.0	100.0	97.0	5.0	98.0	20	100.0	0.9	101.0
O=C(CC1C(=O)NCCN1Cc1c(F)cccc1Cl)NC1CCCC1 (stereo unspecified)	-18.3	9.2	97.0	99.0	96.0	1.3	97.0	10	99.0	0.1	103.0
CCN1CCN(c2ccc([N+](=O)[O-])cc2C(=O)c2ccc(Cl)cc2)CC1	.	1.6	101.0	101.0	102.0	-0.1	100.0	12	103.0	0.5	109.0
O=C(COc1cccnc1[N+](=O)[O-])NCc1cccs1	-11.5	0.3	97.0	100.0	104.0	5.5	101.0	11	100.0	0.5	100.0
Cc1sc(NC(=O)CN2CCN(c3ccccn3)CC2)c(C#N)c1C	-4.5	4.7	95.0	98.0	95.0	2.1	96.0	17	96.0	2.2	98.0
NC(=O)/C(=C\c1cccnc1)NC(=O)c1ccccc1	-21.7	11.9	96.0	101.0	113.0	4.1	105.0	9	98.0	1.1	103.0
CCOC(=O)c1c(NC(=S)Nc2ccc(F)cc2)sc2c1CCC2	3.0	22.2	101.0	100.0	99.0	10.2	100.0	8	102.0	-0.1	109.0
O=C1CC(N2CCN(c3cccc(C(F)(F)F)c3)CC2)C(=O)N1c1ccccc1 (stereo unspecified)	-8.8	6.9	97.0	99.0	97.0	0.5	100.0	5	101.0	0.3	100.0
O=C(C1CC1)N1CCc2cc(S(=O)(=O)NCC3COc4ccccc4O3)ccc21 (stereo unspecified)	19.8	11.7	96.0	100.0	97.0	5.3	97.0	8	97.0	1.1	98.0
Cc1nc2sc(C(c3cccc(F)c3)N3CC(C)OC(C)C3)c(O)n2n1 (stereo unspecified)	12.3	-9.3	98.0	100.0	101.0	1.8	100.0	10	100.0	0.3	100.0
COc1c(C)oc2cc(O)ccc2c1=O	.	16.5	98.0	97.0	97.0	0.1	96.0	4	100.0	0.2	99.0
Cn1nc(CC(=O)NC2CCCCC2)c2ccccc2c1=O	.	4.0	99.0	101.0	102.0	0.9	100.0	5	99.0	0.0	105.0
CCCSc1cc(NCCOC(C)=O)c([N+](=O)[O-])c2nonc12	.	-0.9	98.0	100.0	97.0	24.3	100.0	15	100.0	.	100.0
S=c1[nH]nc(C2CCCCC2)n1Cc1ccccc1	6.8	16.0	94.0	97.0	100.0	0.1	96.0	11	96.0	0.0	100.0
COc1cnc(-c2ccccn2)nc1Oc1c(C)cccc1C	15.3	-23.4	97.0	98.0	105.0	3.7	100.0	11	95.0	0.3	99.0

molecule	Pf gamet viab	Mcl1 Noxa PPI	Rac1 mut GTP	HRas wt GTP	Rab7 wt modul	ABCG2 block	Rab2 wt GTP	Avidin fluor	Cdc42 wt GTP	ABCB1 block	Rac1 wt GTP bind
O=C(Nc1ccncc1)c1cc(-c2ccccn2)nc2ccccc12	-30.9	30.3	95.0	95.0	95.0	5.9	97.0	9	96.0	0.2	97.0
COc1cc(C(C(=O)NC2CCCCC2)N(C(=O)Cc2c[nH]c3ccccc23)c2ccc(C)cc2)cc(OC)c1OC (stereo unspecified)	-0.5	8.2	96.0	95.0	96.0	-0.4	97.0	9	94.0	.	98.0
COCc1ccc(C(=O)N2CCCC(C(=O)c3cccc(C(F)(F)F)c3)C2)o1 (stereo unspecified)	-2.0	-0.1	95.0	92.0	99.0	7.0	94.0	2	91.0	0.6	106.0
CCOC(=O)C1CCN(C(=O)c2ccc(OC)cc2OC)CC1	.	23.6	96.0	98.0	97.0	3.0	99.0	9	102.0	0.7	99.0
Cc1ccc2nc(NCc3ccccc3)c(C=NCc3ccccc3)c(=O)n2c1	-0.3	6.8	99.0	102.0	103.0	1.8	99.0	5	99.0	-0.1	104.0
COc1ccc(OC)c(NC(=O)COC(=O)C2CCN(C(=O)c3ccc(Cl)cc3)CC2)c1	-18.2	-3.8	94.0	96.0	107.0	6.9	95.0	9	96.0	0.9	95.0
